Bioassay records: PubChem, Broad Institute
Pf Dd2 inh – inhibitors of Plasmodium falciparum Dd2 growth; actives 2.3% (n = 94,000); P. falciparum Dd2 growth, SYBR Green, 72 h; hits give low values; activity change, % at 10 µM; AID 1159554; in the data active means activity change below about -80%; inconclusive means no clear call, values can overlap the other calls
GASC1 inh – KDM4C (human) demethylase inhibition; GST-KDM4C 2-372, H3K9me3 peptide, LANCE TR-FRET; AID 720574; inhibition, % at 12.5 µM; actives 0.15% (n = 96,000); Q9H3R0;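 active means mean replicate inhibition above about 25%, with at least 55% of replicates also reaching it, limit read from the data, passing the limit was not always enough; inconclusive means only one of those two conditions met; inactive means neither condition met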
Target sequence (Q9H3R0 2-372 limits assumed): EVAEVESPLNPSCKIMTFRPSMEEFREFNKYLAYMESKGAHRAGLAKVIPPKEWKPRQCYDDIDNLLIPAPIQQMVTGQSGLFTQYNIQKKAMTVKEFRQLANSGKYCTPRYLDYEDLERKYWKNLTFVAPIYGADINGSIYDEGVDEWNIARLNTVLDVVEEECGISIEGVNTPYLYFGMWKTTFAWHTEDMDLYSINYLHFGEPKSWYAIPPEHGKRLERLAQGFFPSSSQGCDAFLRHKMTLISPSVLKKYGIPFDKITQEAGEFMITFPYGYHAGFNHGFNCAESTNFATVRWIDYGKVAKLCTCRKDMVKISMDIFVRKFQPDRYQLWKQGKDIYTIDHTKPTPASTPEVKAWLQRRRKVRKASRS
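Compound: one test concentration per compound; Material: GST-GASC-1 enzyme fragment 2-372; Amount: GASC-1 enzyme at 10 nM final in reaction; Also added: H3K9me3 peptide substrate, Fe(II), 2-oxoglutarate; Technique: LANCE TR-FRET; Times: 30 min demethylation and 1 h detection at room temperature.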
Tcruzi prolif – blocks T. cruzi growth in NIH3T3 culture; T. cruzi beta-gal in NIH3T3, GalScreen luminescence, 90 h; inhibition, % at 8.34 µM; actives 5.9% (n = 77,000);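 active means mean inhibition above about 93%, with at least 55% of replicates each passing it, limit read from the data, passing the limit was not always enough; inconclusive means only one of those two conditions holds; inactive means neither condition holds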
C diff HTS – C. difficile growth inhibition. AID 1259249. Clostridium difficile clinical isolate growth, OD600, 24 h; hits give low values. actives 0.25% (n = 86,000). growth activity, negative = inhibition, % at 16 µg/mL (by protocol);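 active means mean growth activity at or below -80% and every replicate also at or below -80%; inconclusive means mean at or below -80% but some replicate above -80%; inactive means mean growth activity above -80%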;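 further: 0% = DMSO wells and -100% = levofloxacin 16 µg/mL wells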
The depositor's hits bear a star; ? = inconclusive; · = not tested or not shown; & = joins results of further samples.

Molecule	Pf Dd2 inh	GASC1 inh	Tcruzi prolif	C diff HTS
CCC(=O)N1C[C@H](C)[C@@H](OC)CN(C)C(=O)c2cc(NS(=O)(=O)CC)ccc2OC[C@H]1C	-1	-0.8	-18	·
CNC[C@@H]1Oc2ccc(NC(=O)Nc3ccc4c(c3)OCO4)cc2C(=O)N([C@@H](C)CO)C[C@@H]1C	25	4.6	17	0
C[C@@H]1CN([C@@H](C)CO)C(=O)c2cc(NS(=O)(=O)c3ccc(Cl)cc3)ccc2O[C@H]1CN(C)C(=O)Nc1ccc2c(c1)OCO2	-4	1.7	-1	6
C[C@@H]1CN([C@@H](C)CO)C(=O)c2cccc(NS(=O)(=O)c3ccc(Cl)cc3)c2O[C@H]1CN(C)C(=O)Nc1ccccc1	17	1.4	43	6
CC(C)CC#Cc1cnc2c(c1)C(=O)N([C@H](C)CO)C[C@H](C)[C@@H](CN(C)S(=O)(=O)c1cn(C)cn1)O2	14	1.7	17	-6
CC=Cc1ccc2n(c1=O)C[C@@H]1[C@@H](CO)[C@H](C(=O)NCC3CCCCC3)[C@H]2N1C(=O)CC (mixture of isomers)	13	0.6	4	0
C[C@@H]1CN([C@H](C)CO)C(=O)c2cc(NC(=O)Nc3ccccc3)ccc2O[C@@H]1CN(C)C(=O)Nc1cccc2ccccc12	-43	1.5	-29	0
N#C[C@H]1[C@@H](c2ccc(C3=CCCC3)cc2)[C@@H](CO)N1C(=O)c1cccc(F)c1	20	3.3	-2	-5
C/C=C/c1ccc([C@@H]2[C@H](C#N)N(C(=O)Cc3ccccn3)[C@H]2CO)cc1	-32	-0.8	91	-6
C[C@H](NC(=O)C[C@H]1C[C@@H]2c3cc(NC(=O)Nc4ccc(C(F)(F)F)cc4)ccc3O[C@@H]2[C@H](CO)O1)c1ccccc1	-26	-1.4	?	12
Cc1noc(C)c1S(=O)(=O)N(C)C[C@H]1Oc2ccc(N(C)C)cc2CC(=O)N([C@H](C)CO)C[C@@H]1C	-4	5.7	97*	-2
O=S(=O)(c1ccc(F)cc1)N1CCCCN2[C@@H](CO)[C@H](c3ccc(C#CC4CCCC4)cc3)[C@@H]2C1	-49	·	89	21
COCC(=O)N1CCCCN2[C@H](CO)[C@H](c3ccc(C#Cc4ccc(OC)cc4)cc3)[C@H]2C1	-26	2.1	73	-8
COc1ccc(NC(=O)Nc2ccc3c(c2)C(=O)N([C@@H](C)CO)C[C@@H](C)[C@H](CN(C)Cc2ccc(Cl)c(Cl)c2)OCCCC[C@H](C)O3)cc1	40	0.7	97*	12
Cc1ccc(S(=O)(=O)N(C)C[C@@H]2Oc3ccc(NS(=O)(=O)c4ccccc4)cc3CC(=O)N([C@@H](C)CO)C[C@@H]2C)cc1	-35	-1.1	20	10
C[C@@H]1CN([C@@H](C)CO)C(=O)Cc2cc(NC(=O)Cc3ccccc3)ccc2O[C@H]1CN(C)Cc1ccc(Oc2ccccc2)cc1	-68	-0.3	-6	6
Cc1ccc(S(=O)(=O)Nc2ccc3c(c2)C(=O)N([C@@H](C)CO)C[C@@H](C)[C@@H](CN(C)S(=O)(=O)c2ccc(C)cc2)OCCCC[C@H](C)O3)cc1	-86*	-0.4	99*	·
COCC#Cc1ccc2c(c1)O[C@@H](CN(C)C(C)=O)[C@H](C)CN([C@@H](C)CO)S2(=O)=O	16	-0.2	-37	3
C[C@@H]1CN([C@@H](C)CO)C(=O)Cc2cc(NC(=O)NC3CCCCC3)ccc2O[C@@H]1CN(C)Cc1ccc2c(c1)OCO2	-43	-0.3	·	4&-14
C[C@H]1CN([C@@H](C)CO)C(=O)c2cc(C#CCc3ccccc3)cnc2O[C@H]1CN(C)Cc1ccc(C(=O)O)cc1	-28	20	·	-7

Gathered by group: the entries above with a cyano group (2)
Molecule	Pf Dd2 inh	GASC1 inh	Tcruzi prolif	C diff HTS
N#C[C@H]1[C@@H](c2ccc(C3=CCCC3)cc2)[C@@H](CO)N1C(=O)c1cccc(F)c1	20	3.3	-2	-5
C/C=C/c1ccc([C@@H]2[C@H](C#N)N(C(=O)Cc3ccccn3)[C@H]2CO)cc1	-32	-0.8	91	-6

More results
Molecule	Pf Dd2 inh	GASC1 inh	Tcruzi prolif	C diff HTS
N#C[C@H]1[C@H](c2ccccc2C2=CCCCC2)[C@H](CO)N1C(=O)NC1CCCCC1	-55	0.0	·	6
COc1ccccc1CNC(=O)C[C@H]1C[C@H]2c3cc(NC(=O)C4CCOCC4)ccc3O[C@H]2[C@H](CO)O1	28	-2.5	38	2
C[C@H]1CN([C@@H](C)CO)C(=O)Cc2cc(NS(=O)(=O)c3ccccc3)ccc2O[C@H]1CN(C)S(=O)(=O)c1ccc(F)cc1	-10	-1.9	-2	9
CC(=O)N1[C@@H]2c3ccc(-c4ccccc4)c(=O)n3C[C@H]1[C@H](CO)[C@H]2C(=O)N1CCCCC1	10	0.0	44	-3
CC(C)NC(=O)N(C)C[C@H]1Oc2ccc(NC(=O)Cc3cn(C)c4ccccc34)cc2C(=O)N([C@@H](C)CO)C[C@H]1C	3	0.0	43	2
C[C@@H]1CCCCO[C@H](CN(C)S(=O)(=O)c2ccc(F)cc2)[C@@H](C)CN([C@@H](C)CO)C(=O)c2cc(NC(=O)CCC(F)(F)F)ccc2O1	·	-0.1	-14	-1
Cc1nc(N2[C@H](C#N)[C@H](c3ccccc3)[C@H]2CO)sc1C	26	-0.9	-3	-9
C[C@@H]1CN([C@@H](C)CO)C(=O)c2cccc(NC(=O)Nc3cccc4ccccc34)c2O[C@@H]1CN(C)CC1CC1	-21	-0.1	-35	5
C[C@@H]1CN([C@H](C)CO)C(=O)c2cccc(NC(=O)C3CC3)c2O[C@H]1CN(C)Cc1ccc(C(F)(F)F)cc1	-66	-1.9	28	-2
O=C(C[C@@H]1C[C@@H]2c3cc(NC(=O)CC4CC4)ccc3O[C@@H]2[C@H](CO)O1)NCC(F)(F)F	15	1.4	12	2
C[C@@H]1CN([C@@H](C)CO)C(=O)c2cc(-c3cccc(C#N)c3)cnc2O[C@@H]1CN(C)C(=O)C1CCCCC1	-25	-2.3	16	15
COc1ccc2c3c([nH]c2c1)[C@H](CO)N(C(=O)c1ccccn1)CC31CN(C(=O)C2CCCCC2)C1	-20	-1.6	·	-8
C/C=C/c1ccc([C@@H]2[C@H](CO)N(C(C)=O)C23CN(C(=O)c2ccccc2)C3)cc1	-6	1.8	·	1
C[C@H](O)C#Cc1ccc2c(c1)O[C@H](CN(C)C)[C@H](C)CN([C@H](C)CO)S2(=O)=O	39	0.3	13	2
CN1[C@H](C(=O)NCc2ccccn2)[C@@H](CO)[C@@H]2Cn3c(ccc(-c4ccc(F)cc4)c3=O)[C@@H]21	6	8.9	7	-2
C[C@H]1CN([C@@H](C)CO)C(=O)c2cc(C#CCC3CCCC3)cnc2O[C@@H]1CN(C)CC1CCOCC1	-55	1.7	80	-2
O=C(N[C@H]1CC[C@H](CCNS(=O)(=O)c2ccc(F)cc2)O[C@@H]1CO)C1CCOCC1	9	0.5	12	·
C[C@H](CO)N1C[C@H](C)[C@@H](CN(C)C(=O)CC2CC2)Oc2ncc(-c3ccc(C#N)cc3)cc2C1=O	30	-4.4	-17	2
C[C@@H]1CN([C@H](C)CO)C(=O)c2cc(-c3cccc(F)c3)cnc2O[C@@H]1CN(C)C(=O)c1ccccn1	26	6.2	17	0
O=C(C[C@@H]1CC[C@H](NS(=O)(=O)c2ccccc2F)[C@H](CO)O1)NCCCN1CCOCC1	6	2.1	-14	·
C[C@@H]1CN([C@H](C)CO)C(=O)c2cc(NC(=O)C3CC3)ccc2O[C@H]1CN(C)C(=O)Nc1ccccc1	12	0.7	5	-1
Cc1ccc(-c2ccccc2[C@@H]2[C@H](C#N)N(S(C)(=O)=O)[C@H]2CO)cc1	48	-1.4	·	-6
Cc1noc(C)c1NC(=O)Nc1cccc2c1O[C@@H](CN(C)C(=O)NC(C)C)[C@@H](C)CN([C@@H](C)CO)C2=O	12	-0.2	-13	-6
O=C(C[C@H]1CC[C@@H]2[C@H](COC[C@H](O)CN2Cc2cccc(C(F)(F)F)c2)O1)NCc1ccc(Cl)cc1	-1	1.6	144*	74&68
C[C@H](CO)N1C[C@H](C)[C@H](CN(C)C(=O)Nc2ccc3c(c2)OCO3)Oc2ncc(-c3cc4ccccc4o3)cc2C1=O	-71	0.1	·	2
CO[C@@H]1CN(C)C(=O)c2cc(NC(=O)C3CCOCC3)ccc2OC[C@H](C)N(Cc2cccnc2)C[C@H]1C	3	0.4	15	·
C[C@@H]1CN([C@H](C)CO)C(=O)c2cc(NC(=O)CCN3CCOCC3)ccc2O[C@@H]1CN(C)S(=O)(=O)c1ccccc1	-1	-0.3	2	-4
CC=Cc1ccc2n(c1=O)C[C@@H]1[C@@H](CO)[C@H](C(=O)N3CCc4ccccc4C3)N(C)[C@H]21 (mixture of isomers)	5	1.7	·	1
COc1cccc(NC(=O)N(C)C[C@@H]2OCc3ccccc3-c3ccccc3C(=O)N([C@H](C)CO)C[C@@H]2C)c1	-5	0.0	-8	-1
C[C@H](CO)N1C[C@H](C)[C@H](CN(C)Cc2ccccc2)Oc2ncc(C#CCN(C)C)cc2C1=O	8&17	·	-133&-183	7&5
CCCN(C)C[C@H]1Oc2ncc(C#CC3CC3)cc2C(=O)N([C@@H](C)CO)C[C@@H]1C	-56	-0.5	76	1
COc1ccccc1-c1ccc2c(c1)O[C@H](CN(C)C(=O)c1ccncc1)[C@@H](C)CN([C@H](C)CO)S2(=O)=O	6	0.9	67	1
C/C=C/c1ccc([C@H]2[C@@H](CO)N3C(=O)CN(Cc4ccc(F)cc4)C[C@@H]23)cc1	-23	-1.4	·	9
C[C@@H]1CN([C@@H](C)CO)C(=O)c2cc(NC(=O)CCCN(C)C)ccc2O[C@H]1CN(C)S(=O)(=O)c1ccc(F)cc1	9	2.2	16	-1
COc1cccc(C(=O)N2C[C@H]3[C@@H](c4ccccc42)[C@H](CO)N3Cc2ccccc2F)c1	-6	0.0	34	5
C[C@@H]1CN([C@@H](C)CO)C(=O)Cc2cc(NC(=O)C3CC3)ccc2O[C@H]1CN(C)CC1CCCCC1	-17	-3.9	-32	0
CN(C)C(=O)C[C@@H]1CC[C@H](NC(=O)c2ccc(F)cc2)[C@@H](CO)O1	22	0.7	20	·
C[C@@H]1CN([C@H](C)CO)C(=O)c2cc(NC(=O)Cc3cn(C)c4ccccc34)ccc2O[C@H]1CN(C)Cc1ccc(Cl)c(Cl)c1	-29	0.6	51	·
CO[C@@H]1CN(C)C(=O)c2ccc(NC(C)=O)cc2OC[C@@H](C)N(Cc2cccnc2)C[C@@H]1C	·	-1.1	17	·
C[C@@H]1CCCCO[C@@H](CN(C)C(=O)Nc2ccc(C(F)(F)F)cc2)[C@H](C)CN([C@@H](C)CO)C(=O)c2cc(NC(=O)Nc3cccc4ccccc34)ccc2O1	20	6.5	93	-14
COc1cccc(S(=O)(=O)N[C@@H]2CC[C@H](CC(=O)NC3CCC3)O[C@@H]2CO)c1	5	0.2	-14	0
C[C@@H]1CN([C@H](C)CO)S(=O)(=O)c2ccc(C#CCN(C)C)cc2O[C@H]1CN(C)C(=O)CN(C)C	6	5.8	-18	4
O=C(C[C@@H]1CC[C@H](NC(=O)Cc2cccnc2)[C@@H](CO)O1)Nc1ccccc1	24	-0.8	·	-3
O=C(C[C@@H]1C[C@@H]2c3cc(NC(=O)Cc4ccncc4)ccc3O[C@@H]2[C@H](CO)O1)NCCN1CCCCC1	19	0.8	-22	2
CS(=O)(=O)N1Cc2cc(C(=O)O)nc(-c3cccc(-c4ccccc4F)c3)c2[C@@H]1CCO	19	5.0	·	6
C[C@@H]1CN([C@@H](C)CO)C(=O)c2cc(NC(=O)CCCN(C)C)ccc2O[C@@H]1CN(C)S(=O)(=O)c1ccccc1	30	1.0	56	-1
C[C@H]1CN([C@@H](C)CO)S(=O)(=O)c2ccc(-c3cncnc3)cc2O[C@H]1CN(C)Cc1cccnc1	1	-2.1	29	7
CN1c2ccc(-c3ccc(C#N)cc3)cc2[C@H]2[C@H](CCN2C(=O)NC2CCCC2)[C@@H]1CO	3	-8.0	78	3

Part of the list above, field by field:
> O=C(C[C@@H]1C[C@@H]2c3cc(NC(=O)Cc4ccncc4)ccc3O[C@@H]2[C@H](CO)O1)NCCN1CCCCC1
  Pf Dd2 inh: 19
  GASC1 inh: 0.8
  Tcruzi prolif: -22
  C diff HTS: 2

> O=C(C[C@@H]1CC[C@H](NC(=O)Cc2cccnc2)[C@@H](CO)O1)Nc1ccccc1
  Pf Dd2 inh: 24
  GASC1 inh: -0.8
  Tcruzi prolif: ·
  C diff HTS: -3
